Mdm2 ligase inh: Mdm2 E3 ligase (human) inhibition | hit rate 0.11% among 210,000 | Q00987 | signal enhancement, % at 5 µM | cell-based MDM2 ubiquitination luciferase reporter, 2 h; 0 = plate control, 100 = twice control, blank-subtracted;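 active = signal enhancement of 30% or more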;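 note: luminescence tracks abundance of the self-degrading MDM2-luciferase fusion protein; higher signal means inhibition of MDM2 E3 ligase activity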
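Test system: stable mammalian line carrying autodegrading MDM2–luciferase fusion reporter; quantity: 2000 cells in each well; times: 4 h cell settling then 2 h compound exposure, 37 °C; detection: luminescence with SteadyLite reagent, 15 min at room temperature; evaluation: percent signal gain over controls, blank-subtracted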
Runt-CBFb FRET: Runt domain-CBFb interaction inhibition; Cerulean-Runt/Venus-CBFb FRET ratio 530/480, 1 h; Q01196+Q13951; hit rate 0.46% among 220,000; inhibition, % at 20 µM;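 active = inhibition over about 50% at 20 µM in the single-dose screen, limit read from the data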;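 note: 0% = DMSO wells and 100% = excess unlabeled CBFb competitor control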
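test system = Cerulean-tagged RUNX1 Runt domain (FRET donor) fusion protein | reagent = Venus-CBFb binding partner, 100 nM | incubation = protein complex preformed 1 h, compound exposure 1 h, room temperature, dark | detection = FRET fluorescence | read-out basis = loss of energy transfer signal | controls = 5 µM unlabeled CBFb as full-inhibition high control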
Hck Nef HTS: blocks Nef-activated human Hck kinase | inhibition, % at 20 µM | AID 463187 | Recombinant Hck-YEEI plus Nef, Z-Lyte FRET kinase assay | P08631 | hit rate 0.68% among 220,000;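 active = Hck-Nef kinase inhibition above about 50%, limit read from the data; inactive = inhibition below that limit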;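 note: 0% = DMSO with Hck plus Nef and 100% = Hck alone without Nef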
Target sequence (P08631 whole entry, looked up): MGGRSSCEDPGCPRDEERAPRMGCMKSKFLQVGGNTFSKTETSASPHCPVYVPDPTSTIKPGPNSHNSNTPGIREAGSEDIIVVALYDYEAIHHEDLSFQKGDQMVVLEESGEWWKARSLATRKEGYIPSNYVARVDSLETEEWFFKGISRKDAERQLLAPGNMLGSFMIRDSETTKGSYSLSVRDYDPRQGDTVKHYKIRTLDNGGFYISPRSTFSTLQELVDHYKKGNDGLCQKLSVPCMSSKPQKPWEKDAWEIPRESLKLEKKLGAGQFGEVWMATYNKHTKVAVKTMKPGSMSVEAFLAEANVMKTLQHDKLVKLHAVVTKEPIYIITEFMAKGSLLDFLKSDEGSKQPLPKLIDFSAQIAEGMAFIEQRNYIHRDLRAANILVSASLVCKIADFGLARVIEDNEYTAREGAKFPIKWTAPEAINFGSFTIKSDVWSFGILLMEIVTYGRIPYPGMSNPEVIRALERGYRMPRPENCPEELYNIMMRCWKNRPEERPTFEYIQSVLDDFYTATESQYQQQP
NPY-Y2 PAM-ag: human NPY-Y2 potentiation or agonism, primary screen. P49146. cells expressing NPY-Y2, potentiator/agonist read-out. activation, % at 3.6 µM. hit rate 0.45% among 220,000. AID 1359; in the data active = activation above about 27%;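 note: cells stimulated with NPY near EC25 plus isoproterenol at EC100; 0% = vehicle plus submaximal agonist and 100% = vehicle plus saturating agonist; some results beyond the cut were filed as inactive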
Target sequence (P49146 whole entry, looked up): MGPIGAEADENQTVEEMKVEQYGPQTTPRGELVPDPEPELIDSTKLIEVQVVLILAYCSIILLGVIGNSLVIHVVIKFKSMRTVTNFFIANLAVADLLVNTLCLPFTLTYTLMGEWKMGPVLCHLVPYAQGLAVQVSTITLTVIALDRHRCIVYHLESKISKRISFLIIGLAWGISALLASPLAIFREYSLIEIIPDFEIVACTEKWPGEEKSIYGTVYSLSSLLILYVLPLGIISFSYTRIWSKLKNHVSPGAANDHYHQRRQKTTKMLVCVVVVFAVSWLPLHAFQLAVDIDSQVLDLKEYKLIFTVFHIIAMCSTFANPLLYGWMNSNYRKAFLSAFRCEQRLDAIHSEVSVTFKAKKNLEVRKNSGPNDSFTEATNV
NPY1 pot ag: potentiators or agonists of human neuropeptide Y receptor Y1; activation, % at 3.6 µM; NPY-Y1 expressing cells, potentiator/agonist activation; hit rate 0.37% among 220,000; P25929; in the data active = activation above about 33%, passing the limit was not always enough;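 note: cells stimulated with NPY at EC10 then isoproterenol at EC100; 0% = low agonist plus stimulus and 100% = saturating agonist plus stimulus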
NPY Y1 blocker: antagonists of human neuropeptide Y receptor Y1; P25929; AID 1040; HEK293-CNG Y1 cells, membrane potential fluorescence; NPY at EC95, then isoproterenol; inhibition, % at 3.6 µM; hit rate 1% among 200,000;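 active = inhibition above the campaign mean inhibition of all tested compounds plus 3 SD, cut at about 20% in these data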;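 note: 0% = DMSO wells given NPY plus isoproterenol and 100% = isoproterenol alone without NPY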
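Test system – HEK293 Y1/CNG channel cell line · Also added – NPY agonist 25 nM, then isoproterenol 1 µM plus Ro 20-1724 25 µM · Compound dosing – one concentration, 3.6 µM, in 0.4% DMSO · Schedule – compound incubation 1 h at room temperature, readout 45 min post-stimulation · Technique – fluorescence, membrane potential probe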
Runt-SMMHC FRET: blocks binding of human RUNX1 Runt domain to CBFb-SMMHC; inhibition, % at 20 µM; AID 1434; Q01196+Q13951; hit rate 0.74% among 220,000; Cerulean-Runt/Venus-CBFb-SMMHC FRET ratio 530/480, 1 h;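 active = mean inhibition across duplicate retests at 20 µM reaching about 50%, limit read from the data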;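 note: 0% = DMSO wells and 100% = wells with excess untagged CBFb-SMMHC; inhibitors lower the FRET ratio by blocking Runt binding to CBFb-SMMHC; some results filed as inactive read as strong as hits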
p97 inhibitor: blocks human p97 ATPase activity; recombinant p97 ATPase, Kinase-Glo ATP luminescence, 3 h; inhibition, % at 8 µM; hit rate 0.42% among 220,000; AID 1481; in the data active = inhibition above about 15%;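 note: 0% = DMSO vehicle and 100% = wells lacking enzyme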
RBBP9 inhibitor: human RBBP9 hydrolase inhibition. O75884. recombinant RBBP9, FP-Rh probe fluorescence polarization. inhibition, % at 7.94 µM. hit rate 0.2% among 220,000. AID 1515;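 active = inhibition above the campaign mean of all tested compounds plus 3 SD, cut at about 14% in these data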;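 note: plate controls were DMSO wells with RBBP9 for no effect and wells lacking RBBP9 protein for full effect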
Target sequence (O75884 whole entry, looked up): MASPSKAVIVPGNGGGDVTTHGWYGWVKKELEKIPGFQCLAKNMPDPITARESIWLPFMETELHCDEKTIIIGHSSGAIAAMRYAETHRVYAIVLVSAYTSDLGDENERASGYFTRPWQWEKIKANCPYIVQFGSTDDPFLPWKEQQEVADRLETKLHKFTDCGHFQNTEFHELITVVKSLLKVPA
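Material: RBBP9 protein. Amount: RBBP9 at 2.5 µM in dispensed solution, before mixing. Schedule: 30 min then 45 min, 25 °C. Medium: Tris buffer pH 8.0, NaCl, Pluronic. Measured by: fluorescence polarization. Measure: percent inhibition from mP, scaled between DMSO and no-protein wells. Replication: one well per compound.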
Numbers without * were called inactive; nt = no result given. Only part of the results is shown, so the mix of outcomes need not match the whole.

Values run as follows: Mdm2 ligase inh	Runt-CBFb FRET	Hck Nef HTS	NPY-Y2 PAM-ag	NPY1 pot ag	NPY Y1 blocker	Runt-SMMHC FRET	p97 inhibitor	RBBP9 inhibitor
Cc1cc(C)n2c(Br)c(CN3CC4CC(C3)c3cccc(=O)n3C4)nc2n1 (stereo not given)
→ nt	-1	-1	7	12	0	1	-3	-9
C=CCN1C(=O)NC(=O)/C(=C/c2ccoc2)C1=O
→ 2	-6	9	6	19	-5	-30	7	-3
CC(=O)Nc1ccc(S(=O)(=O)NC(CC(=O)N2CCC3(CC2)OCCO3)C(C)C)cc1 (stereo not given)
→ -7	0	-1	-9	2	4	0	6	-4
N=C1c2ccccc2CN1NC(=O)c1ccc(F)cc1
→ 5	-1	-1	-4	14	0	0	4	-3
COC(=O)[C@@H]1C[C@H]1[C@@H](NP(=O)(c1ccccc1)c1ccccc1)c1ccccc1
→ nt	-4	1	-11	4	6	-1	-2	-7
Cc1cc(C)cc(N2C(=O)NC(=O)/C(=C\c3cc(C)n(C)c3C)C2=O)c1
→ -1	-72	-17	-7	-12	2	-3	4	-9
CCOc1ccc(NC(=O)c2ccc(NC(=O)COC(=O)Cc3ccccc3)cc2)cc1
→ nt	3	1	-1	5	-4	1	-7	0
Cc1c(N=Cc2c(O)n(Cc3ccc(F)cc3)c(=O)[nH]c2=O)c(=O)n(-c2ccccc2)n1C
→ -11	2	0	-1	-2	1	-5	0	-2
COc1ccccc1[As](=O)(O)CC(O)COc1ccc(Cl)cc1Cl (stereo not given)
→ nt	-3	22	-26	-22	nt	-2	6	-8
CCOc1ccc(CN(CCCl)CCCl)cc1C(=O)OC
→ -7	0	1	-2	12	-2	4	4	-10
O=C(O)CC1OCC=C2CN3CCC45C6=CC(=O)C(=O)C([N+](=O)[O-])=C6NC4C1C2CC35 (stereo not given)
→ -8	8	7	-4	-9	nt	-4	38*	2
Cc1nc2sccc2c(=O)n1-c1ccccc1Cl
→ -9	1	2	-13	15	3	-8	0	-13
CCC(=NCc1cccnc1)c1c(O)n(-c2ccccc2C)c(=O)[nH]c1=O
→ -19	-1	9	0	-10	nt	-3	-1	-10
CCOP(=O)(OCC)/C(C#N)=C/c1ccc(Br)cc1
→ -27	1	8	3	-4	nt	-6	0	-2
Cc1cc(N2C(=O)C3CCCN3C2c2cccc(Cl)c2)no1 (stereo not given)
→ -17	-1	3	-4	-12	5	5	0	-2
C/C(=N\N1CCCCCC1)c1c(O)n(-c2ccccc2)c(=O)[nH]c1=O
→ 4	-2	6	8	-13	-5	4	3	-1
CCn1cc(C(=O)N2CCOCC2)c2ccccc21
→ -13	0	12	-12	-3	3	4	-5	-6
Cc1ccc(-c2nc3ccccc3c(=O)n2-c2ccc(Br)cn2)cc1
→ -5	-3	4	1	-10	19	-2	1	3
COc1ccccc1N=C1SCCCN1C
→ -31	-9	-2	3	-1	-1	-89	8	4
COc1ccc2c(c1)c(C(=O)CN1CCN(C)CC1)c(C)n2Cc1ccccc1
→ -3	-1	1	-20	-111	25*	-4	11	2
Cc1cc(C)nc(-n2c(C)nc3cc(Cl)ccc3c2=O)c1
→ -18	4	-1	-3	-9	-3	-1	4	2
CCSc1cc(C2C(C#N)=C(N)Oc3n[nH]c(C)c32)c(C)o1 (stereo not given)
→ 14	0	2	9	-5	6	2	6	-8
CCN1CCN(S(=O)(=O)c2cnc(Cl)c(Br)c2)CC1
→ -13	0	-1	-6	-10	-2	0	6	-1
C[N+]12CCC(CC1)C(C(O)(c1cccc(Cl)c1)c1cccc(Cl)c1)C2 (stereo not given)
→ -24	-11	0	-12	15	nt	-2	10	6
COc1ccccc1CN1CCCC(C(=O)c2ccccc2SC)C1 (stereo not given)
→ -4	2	3	-17	-31	13	1	-1	-2
Cc1nc2ccccc2c(=O)n1-c1ccc(F)cc1
→ -9	1	-6	2	1	2	1	0	2
Cc1cccc(-n2c(O)c(C=Nc3ccc(S(N)(=O)=O)cc3)c(=O)[nH]c2=O)c1
→ 2	-8	11	14	5	7	-28	8	-2
COc1ccc(CCNCc2ccccc2F)cc1OC
→ -8	-1	7	-5	-2	-1	0	0	-1
CN(C)CCc1nc2ccccc2c(=O)n1-c1ccccc1
→ -5	0	1	-22	-37	1	2	-1	-1
Cc1ccc(CC(=O)N2CCN(Cc3ccccc3)CC2)cc1
→ 1	-3	20	-10	9	0	-2	3	-10

2 compounds drawn at random from the list so far:
Values run as follows: Mdm2 ligase inh	Runt-CBFb FRET	Hck Nef HTS	NPY-Y2 PAM-ag	NPY1 pot ag	NPY Y1 blocker	Runt-SMMHC FRET	p97 inhibitor	RBBP9 inhibitor
Cc1nc2ccccc2c(=O)n1-c1ccc(F)cc1
→ -9	1	-6	2	1	2	1	0	2
C[N+]12CCC(CC1)C(C(O)(c1cccc(Cl)c1)c1cccc(Cl)c1)C2 (stereo not given)
→ -24	-11	0	-12	15	nt	-2	10	6

Remaining list, next part.
Values run as follows: Mdm2 ligase inh	Runt-CBFb FRET	Hck Nef HTS	NPY-Y2 PAM-ag	NPY1 pot ag	NPY Y1 blocker	Runt-SMMHC FRET	p97 inhibitor	RBBP9 inhibitor
O=C(O)[C@H]1NC[C@H]2C[C@H]21
→ -11	2	3	0	0	-3	2	-2	0
COc1ccc(CCC(=O)N2CCC3(CC2)OCCO3)cc1
→ -13	-1	1	-3	6	2	0	0	-4
Oc1ccc2ccccc2c1CN1CC=C(c2ccccc2)CC1
→ 0	2	24	-9	7	5	4	6	-9
CCOC(=O)C1=C(C)OC(N)=C(C#N)C12C(=O)Nc1ccc(C)cc12 (stereo not given)
→ -22	-4	2	9	-9	7	-6	3	-5
CCC(=NCc1ccc(F)cc1)c1c(O)n(C)c(=O)n(C)c1=O
→ -4	-1	5	0	37*	4	2	-2	-1
Cc1ccnc(-n2c(-c3ccco3)nc3ccccc3c2=O)c1
→ -5	2	-1	4	-2	2	8	3	-6
O=C(CSC1c2ccccc2-c2ccccc21)N/N=C/c1ccccc1
→ -7	-2	0	-4	-3	3	-4	-7	-6
CN(C)c1nc(-c2ccccc2)[n+](C)s1
→ -16	0	-2	6	8	2	1	-2	1
CCCCCCn1c(O)c(C=NCCN2CCCCC2)c(=O)[nH]c1=O
→ 3	-2	11	4	-12	-3	2	-3	2
OC1(c2ccc(F)cc2)CC2CCC(C1)N2Cc1nnnn1C1CCCC1 (stereo not given)
→ -50	-2	0	-9	-6	4	4	-7	-7
CN(C(=O)Oc1ccc([N+](=O)[O-])cc1)c1ccccc1
→ -3	-2	-2	1	-7	8	2	8	-4
CC(C)(C#CCCCCC#CC(C)(C)[N+](C)(C)C)[N+](C)(C)C
→ -8	-19	15	-8	5	nt	1	3	-3
Cc1ccc(CN2CCCC(C(=O)c3sccc3C)C2)o1 (stereo not given)
→ -13	-1	-1	-8	6	0	2	-2	7
COC(=O)C[C@]1(C(=O)OC)CN(C#N)N(c2ccc(Cl)cc2)C12c1ccccc1-c1ccccc12
→ nt	0	0	-5	7	8	-2	1	-12
COCCCn1c(N)c(C(=O)OC(C)COC)c2nc3ccccc3nc21 (stereo not given)
→ -6	79*	37	14	-6	5	94*	15*	1
N/C(=N\N=C\c1ccc(O)cc1O)N[N+](=O)[O-]
→ 3	5	1	10	1	-1	1	-6	-4
CC(C)N(CC(O)c1cccc([N+](=O)[O-])c1)C(C)C (stereo not given)
→ -19	-3	-2	-2	-8	0	-7	2	-10
O=C1CN=C(c2ccc(Br)cc2)c2c(sc3c2CCCC3)N1CCN1CCCCC1
→ -12	-1	0	-2	0	8	0	0	-5
Nc1ccc(C2(c3ccc(N)cc3)CCCCC2)cc1
→ -11	7	17	16	16	-4	6	-3	1
CCOC(=O)C(O)(c1ccc(NC(=S)NC(=O)c2ccc(Cl)cc2Cl)cc1)C(F)(F)F (stereo not given)
→ -13	4	3	4	-30	5	5	-3	-11
C=CCOC(=O)C1=C(C)OC(N)=C(C#N)[C@@]12C(=O)N(CC(N)=O)c1ccccc12
→ 19	0	-1	9	6	-2	0	-3	3
CCCC(C)C1(CC)C(=O)NC(=Nc2ccc(OC)cc2)NC1=O (stereo not given)
→ 2	1	3	-3	9	-2	0	2	1
COc1cc(CN2CC3CC(C2)c2cccc(=O)n2C3)cc(OC)c1OC (stereo not given)
→ nt	0	0	-11	-7	-2	3	3	-7
C=CCn1c(O)c(C(C)=Nc2cc(OC)ccc2OC)c(=O)[nH]c1=O
→ 5	4	-1	14	-4	1	-4	3	5
CCSc1nnc(C(N)Cc2ccccc2)o1 (stereo not given)
→ -22	-1	0	-4	0	8	0	-2	-3
NNCc1cccc(O)c1
→ 10	0	27	nt	nt	nt	-1	nt	nt
CCCCn1c(=O)c(C(=O)Nc2cnccn2)c(O)c2ccccc21
→ -8	-2	-1	4	-2	4	-4	-3	-4
CC12CCCCC1=NC(c1ccc(Br)cc1)N2O (stereo not given)
→ -13	0	-2	-1	-3	-6	1	1	-2
CCC(=NCCO)c1c(O)n(C2CCCCC2)c(=O)[nH]c1=O
→ -13	0	0	6	22	-2	-30	6	1
O=C(c1cccn2c(=O)c3ccc(Cl)cc3nc12)N1CCC2(CC1)OCCO2
→ -14	19	6	-17	2	-1	41	1	-6
COc1ccc(O)c2c(=O)c3c(OC)cc4c(c3oc12)C1C=COC1O4 (stereo not given)
→ -10	-2	20	23	56*	nt	-4	-1	-12
Cc1ccc2c(c1)C1CN(C)CCC1N2C(=O)c1ccco1 (stereo not given)
→ -10	-3	3	-5	-9	2	-8	-4	1
CCOC(=O)c1c(/N=C/c2c(O)n(-c3ccc(F)cc3)c(=S)[nH]c2=O)sc2c1CCCC2
→ -13	6	1	-3	-17	-7	7	6	-1
O=C1NC(=O)N(c2ccccc2)C(=O)/C1=C\c1ccc2c3c(cccc13)CC2
→ -7	9	4	2	19	-5	12	11	-9
Nc1cc(N2CCNCC2)c([N+](=O)[O-])cc1Cl
→ -4	0	0	-7	-14	7	-4	2	-1
C=CCn1c(O)c(C(CC)=NCc2ccco2)c(=O)[nH]c1=O
→ -6	2	23	-5	-2	nt	1	4	-8
O=C(Nc1ccc(F)cc1)N1CC2CC(C1)c1cccc(=O)n1C2 (stereo not given)
→ -15	nt	-1	4	-4	6	-4	-6	-6
CN1CCN(c2ccc(C(N)=O)cc2[N+](=O)[O-])CC1
→ -8	-2	-2	7	-8	10	5	-6	-12

Source: PubChem BioAssay (several laboratories)
